mcGAS RapidFire: mouse cGAS inhibition by mass spec; 130,000 tested, 0.18% active; Q8C6L5; inhibition, % at 12.5 µM; recombinant mouse cGAS, cGAMP by RapidFire MS;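 active means inhibition of cGAS enzyme activity at or above 60%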;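 further: enzyme stimulated by 45 bp dsDNA with ATP and GTP substrates; cGAMP share of summed cGAMP plus half ATP and half GTP signals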
Target sequence (Q8C6L5 whole entry, looked up): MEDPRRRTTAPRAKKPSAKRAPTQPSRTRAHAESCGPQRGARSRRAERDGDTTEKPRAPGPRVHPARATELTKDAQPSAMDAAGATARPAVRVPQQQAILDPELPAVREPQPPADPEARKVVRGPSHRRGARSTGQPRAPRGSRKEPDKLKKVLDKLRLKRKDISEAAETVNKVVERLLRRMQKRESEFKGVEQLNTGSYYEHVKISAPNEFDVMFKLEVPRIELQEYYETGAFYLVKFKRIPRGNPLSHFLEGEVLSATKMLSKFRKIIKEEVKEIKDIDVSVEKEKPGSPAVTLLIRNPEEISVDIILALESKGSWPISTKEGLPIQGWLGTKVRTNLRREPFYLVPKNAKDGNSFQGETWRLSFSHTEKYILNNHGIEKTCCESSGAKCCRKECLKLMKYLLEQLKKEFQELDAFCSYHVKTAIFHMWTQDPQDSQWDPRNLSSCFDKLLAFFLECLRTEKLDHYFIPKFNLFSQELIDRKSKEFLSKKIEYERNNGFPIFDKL
Active calls of the source: *; & = joins results of further samples.

mol,mcGAS RapidFire
CN(Cc1ccccc1)Cc1cc(C(=O)NCc2cccc(F)c2F)no1,-9
CCN1CC(C(=O)N(CC)CC(=O)NC(C)(C)C)CC1=O (stereo not given),-2
CC1CCN(Cc2nnnn2CCCC(=O)N2CCCC2c2ccc(F)cc2)CC1 (stereo not given),-3&2
O=C(c1cccc([N+](=O)[O-])c1)N1CCN(C(C(=O)N2CCOCC2)C2CCCC2)CC1 (stereo not given),-1
CNC(=O)c1ccsc1NC(=O)c1cc(C)n(C)n1,-5
O=S(=O)(C(=Cc1ccc2c(c1)OCO2)c1nc2ccccc2[nH]1)c1ccccc1,-1
C=C(C)CC1Nc2ccccc2NC1CC(=C)C (stereo not given),11
CN(Cn1nc(-c2cccnc2)n(-c2ccccc2)c1=S)C1CCCC1,-4
CCCCCCCCCCCCOC[n+]1ccccc1C,-7
COCC(=O)Nc1ccc2nc(-c3cc(F)ccc3F)[nH]c2c1,-10
CS(=O)(=O)c1nc(-c2ccco2)cc(C(F)(F)F)n1,14
CC(C)(C)CC(C)(C)c1ccc(OCC(=O)NNC(=O)CCOc2ccccc2)cc1,-2
COc1cccc(N2CCN(C(=O)Cn3nnnc3CN3CCCC3)CC2=O)c1,-2&6
COC(=O)c1cc(C(=O)N2CCC(c3ccccc3)C(C)C2)ccn1 (stereo not given),-4
OC1CCCN(c2ncccc2CNCc2c(F)ccc(F)c2F)C1 (stereo not given),-13
COc1cccc2c1OCC(c1nccn1CCF)=C2,8
CC1CC(C)CN(CC(C)NC(=O)c2ccc(Cl)cc2F)C1 (stereo not given),-13&-9
O=C(Nn1cnc2ccccc21)N1CCN(c2ncccn2)CC1,-55
CC1CC1c1ccc(CCC(=O)N2CCN(c3ccc(O)cc3)CC2)o1 (stereo not given),4
Cn1c(SCc2ccc(C(F)(F)F)cc2)nnc1-c1ccncc1,-6
COc1ccc(-c2cc(C(=O)NC3CCCN(Cc4ccccn4)C3)[nH]n2)cc1 (stereo not given),-13
O=C(O)C1(O)CCN(c2cc(N3CCOCC3)ncn2)CC1,12
COc1ccc(CCN2CCC(CN(C)C(=O)c3ccc4nccnc4c3)CC2)cc1,-10
CC1(C(=O)NS(=O)(=O)c2ccccc2OC(F)(F)F)CCN1C(=O)c1cccc2ccccc12 (stereo not given),-5
CCc1c(C(=O)O)cnn1-c1cccc(C)c1,-2
Cc1cc(NC(=O)COc2ccc3c(c2)OCO3)no1,-1
Cc1cc(C(=O)CN2C(=O)C(=O)N(CCc3cccs3)C2=O)c(C)n1Cc1ccco1,3
CCCC(=O)N1CCC1(C)C(=O)NS(=O)(=O)c1ccccc1C(F)(F)F (stereo not given),-2
Cc1cc(Cl)ccc1NC(=O)Cn1c2ccccc2c(=O)c2ccccc21,-8
Cc1ccc(NC(=O)CCc2nc3ccccc3c(=O)[nH]2)c(F)c1,-9
COc1cccc2c1OCC(C(=O)N1C[C@@H]3[C@@H]4CC[C@@H](C4)[C@@H]3C1)C2 (stereo not given in full),-35
C=Cc1ccc(Cn2c(C)c(C(=O)NCc3ccc(F)cc3)sc2=O)cc1,-6
C=CCOc1ccc(CN(C)CC(=O)Nc2cc(Cl)ccc2C#N)cc1,-8
CCOC(=O)C1(CCOC)CCN(Cc2cccc3c2oc2ccccc23)CC1,-8
Cc1csc(C2C(N)=NC(=S)C(C#N)C23CCCCC3)n1 (stereo not given),-2
CC(C)NCc1csc(COc2cc(Cl)ccc2Cl)n1,-6
O=C(NCCc1ccncc1)c1ccc2c(c1)ncn2-c1ccccc1,-8
CN(Cc1cccnc1)C(=O)CC1C(=O)NCCN1Cc1ccc(F)c(F)c1 (stereo not given),-5
O=C(C(Cc1ccccc1)c1ccccc1)N1CCCC1c1nnc2c(C(F)(F)F)cccn12 (stereo not given),-2
Cc1ccc(S(=O)(=O)N2CCCN(C(=O)c3ccccc3N3CCCC3=O)CC2)cc1,5
Cn1c(N)c(Oc2ccc(OCc3ccccc3)cc2)c(=O)[nH]c1=O,-6
COc1ccc(CN2CCC(C(=O)NC(C)c3cc(OC)ccc3OC)CC2)cc1 (stereo not given),-5
COC(=O)C1=C(C(=O)OC)C2CC1C1ON(c3ccccc3)C(c3ccccc3)C21 (stereo not given),2
CC(=O)Nc1ccc(/C=C/C(=O)N2CCCN(S(=O)(=O)c3ccc(F)cc3)CC2)cc1,-4
CN(C)C(=O)N1CCC(C(=O)N(C)C2CCCN(Cc3ccccc3F)C2)CC1 (stereo not given),5

Given field by field: entries from further up
canonical_smiles: Cc1cc(C(=O)CN2C(=O)C(=O)N(CCc3cccs3)C2=O)c(C)n1Cc1ccco1
  mcGAS RapidFire: 3

canonical_smiles: OC1CCCN(c2ncccc2CNCc2c(F)ccc(F)c2F)C1 (stereo not given)
  mcGAS RapidFire: -13

canonical_smiles: O=C(Nn1cnc2ccccc21)N1CCN(c2ncccn2)CC1
  mcGAS RapidFire: -55

canonical_smiles: CC(=O)Nc1ccc(/C=C/C(=O)N2CCCN(S(=O)(=O)c3ccc(F)cc3)CC2)cc1
  mcGAS RapidFire: -4

Continued.
mol,mcGAS RapidFire
O=C(Nc1cccc(Cl)c1)Nc1cnn(CC(F)(F)F)c1,-18
COc1ccc2nc(SCC3CC3(Cl)Cl)[nH]c2c1 (stereo not given),-2
CCc1cc(CN(C)C/C(C)=C/c2ccco2)on1,-6
CCc1csc(CNC(=O)c2ccc(N(C)Cc3nonc3C)nc2)n1,-11
O=C(CCC(=O)N1CCNC(=O)C1c1cccc(F)c1)NC1CCCC1 (stereo not given),-4
Cc1ccc2[nH]cc(-c3cc(O)cc(C(=O)O)c3)c2c1,-1
Cc1ccc(-c2csc3ncn(CC(=O)Nc4c([N+](=O)[O-])ccc(C)c4C)c(=O)c23)s1,-8
FC(F)(F)c1cccc(CC2CN(Cc3ccncc3)CCO2)c1 (stereo not given),-9
CC(C#N)(NC(=O)COc1ccc(Cl)cc1Br)C1CC1 (stereo not given),-3
CCC(C(=O)N1CCCN(C)CC1)n1cc(C(C)=O)c2ccccc21 (stereo not given),-12
CC(=O)NCCn1ccnc1-c1ccccc1OCc1ccccc1,-7
CC(C)C(NC(=O)CN1CC(CO)Oc2ccccc21)c1ccccc1 (stereo not given),-1
Cc1cccc(C)c1OCCCn1cnnc1S(C)=O (stereo not given),-8
CCCCn1c(N)c(N(C(=O)CN(C)CC(=O)N(C)C)C2CCCC2)c(=O)[nH]c1=O,-9
Cc1ccc(I)c(C(=O)NCc2ccn[nH]2)c1,4
COc1nn(C)cc1C(=O)N1CC(C)OC(C)C1 (stereo not given),-14
Cc1noc(/C=C/N(C)C)c1S(=O)(=O)N1CCC(C(=O)O)CC1,-11
CCCCC(=O)Nc1cccc(C(=O)NCc2nc(C)cc(C(F)(F)F)n2)c1,-5
CN(C(=O)CS)c1nc2c3ccccc3ncn2n1,-6
CN(c1nc(N)c(C#N)c(CC#N)c1C#N)C1CCS(=O)(=O)C1 (stereo not given),-4
CCN(Cc1nccn1C)C(=O)c1ccc(-c2c(F)cccc2OC)nc1,-18
CCCn1ccnc1-c1nccn1CCC(N)=O,-7
CCOC(=O)C1=C(/C=C/c2ccccc2)NC(=O)NC1C (stereo not given),-12
CCCc1cc(C(=O)N2CCN(c3nccc(OC)n3)CC2)n[nH]1,-6
O=C1CNCC(C(=O)Nc2cccc(Oc3ccccc3)c2)N1 (stereo not given),22
COCC(C)NCc1nc(Cc2cccs2)no1 (stereo not given),3
CSc1ccc(Cn2c(C)c(C(=O)NCC3CC3)sc2=O)cc1,-1
Cc1ccc(S(=O)(=O)NC2CC(=O)N(C3CCCCCC3)C2)s1 (stereo not given),-11
CCOC(=O)C1(C)CCCCN1C(=O)c1ccc(C)c(F)c1 (stereo not given),-3
CC1CC(C)CN(Cc2ccc(CNC(=O)C3CC3)cc2)C1 (stereo not given),-11

Entries above containing a thiophene ring, fused or not:
mol,mcGAS RapidFire
CNC(=O)c1ccsc1NC(=O)c1cc(C)n(C)n1,-5
Cc1cc(C(=O)CN2C(=O)C(=O)N(CCc3cccs3)C2=O)c(C)n1Cc1ccco1,3
Cc1ccc(-c2csc3ncn(CC(=O)Nc4c([N+](=O)[O-])ccc(C)c4C)c(=O)c23)s1,-8
COCC(C)NCc1nc(Cc2cccs2)no1 (stereo not given),3
Cc1ccc(S(=O)(=O)NC2CC(=O)N(C3CCCCCC3)C2)s1 (stereo not given),-11

Remaining list, next part.
mol,mcGAS RapidFire
CCC1c2ccsc2CCN1S(=O)(=O)c1cccc(Br)c1 (stereo not given),8
NC(=O)CC1(NC(=O)CSCc2ccc(Cl)cc2)CCOCC1,0
O=C(O)Cc1cc(-c2ccccc2)on1,-20
O=C(NC(=S)NCCNC(=S)NC(=O)c1ccco1)c1ccco1,-8
COc1ccc(C(=S)/C=C2/SC=C(C(=O)O)S2)cc1,-15
CCc1csc(CNC(=O)Cn2cc(Cl)c(C)n2)n1,-15
O=C(Nc1nnc(Cc2ccc3c(c2)OCO3)o1)c1ccc(Br)s1,-6
Cc1onc(-c2c(Cl)cccc2Cl)c1C(=O)Nc1ccc(OCc2ccccc2)cc1,-6
Cc1ccc(-c2noc(Cn3cnc(C#N)n3)n2)cc1,22
COc1cccc([C@@H](C)Nc2nc3nonc3nc2N(C)C)c1,-12
COc1cccc(OC)c1C(=O)Nc1c2c(nn1-c1cccc(C)c1C)CS(=O)C2 (stereo not given),-7
CCOc1ccc(/C=C(\NC(=O)c2ccccc2)C(=O)N2CCN(C)CC2)cc1,-5
Cc1csc(NC(=O)CSc2nc3c(cnn3CCO)c(=O)[nH]2)n1,-29
COC(CN=Cc1c(O)n(C)c(=O)n(C)c1=O)OC,-14
CCc1ncc(C(=O)NC(Cn2ccnc2)C(C)C)cn1 (stereo not given),-15
O=c1[nH]c(=O)c2nc3ccccc3nc2[nH]1,31
CCOC(=O)c1sc2nc(C(C)Sc3nc(C)cs3)[nH]c(=O)c2c1C (stereo not given),-13
C=CCn1c(C)cc(C(=O)CN2C(=O)NC(C)(C3CC3)C2=O)c1C (stereo not given),-12
CN(CC(=O)N1CCN(C(=O)C2CC2)CC1)S(=O)(=O)c1ccc(Cl)s1,0
Fc1ccc(NC(=S)NC2CCCCC2)c(F)c1F,-10
CCn1c(C2CCCN(c3cncc(C(=O)N4CCCC4)n3)C2)n[nH]c1=O (stereo not given),7
O=C1CSC(=Nc2ccccc2)N1c1ccccc1,-3
O=S(=O)(c1ccc2c(c1)CCC2)N1CCCC1c1ccc2c(c1)OCCO2 (stereo not given),-6
CCn1ccnc1CNC(=O)c1ccc(C(C)N2CCCCC2)o1 (stereo not given),-7
CNc1cncc(-c2cccc(N)c2)n1,-2
Cc1ccn(-c2ccc3cc(-c4ccccc4)c(=O)oc3c2)n1,0
COCc1cn(C2CCN(c3nccc4ccccc34)CC2)nn1,5
CC(=O)NC(CC(=O)N1CCCCC1C)c1ccccc1 (stereo not given),-3
CNCCOc1ccc(C)cc1-c1ccc2c(c1)OCO2,-2
c1ccc(Oc2ccccc2-c2cnc3ccc(NCCc4ccccn4)nn23)cc1,-4
Cc1cc(C(=O)CSc2ncnc3sccc23)c(C)n1C(C)C,-18
CN(CC(=O)Nc1cccc(F)c1)C(=O)CC1CC2CCC1C2 (stereo not given),-13
Cc1cc(C(=O)OCc2cc(=O)n3ccsc3n2)c(C)n1C1CC1,-4
CN1CCN(C(=O)Nc2ccc(Br)cc2F)CC1,2
Cc1ccc(S(=O)(=O)Nc2ccc(Nc3nc(C)cc(N4CCCC4)n3)cc2)cc1,-8
COc1ccc(F)cc1C(=O)N(CCCO)Cc1ccc(C)s1,12
O=C(NC(=S)NCc1ccccc1)c1cccs1,-8
CC1NC(=S)N(c2ccc(OCc3ccccn3)c(Cl)c2)C1=O (stereo not given),-12
CCC(NC(=O)C(=O)c1ccco1)c1cc(C)ccn1 (stereo not given),-11
Cc1nn(C)c(C)c1CN(C(=O)c1ccc(-n2cnnc2)cc1)C(C)C,-35
CC12CCC(C(N)=O)(C1Br)C2(C)C (stereo not given),-4
S=c1oc2ccc(Cl)cc2n1CN1CCOCC1,7
Clc1ccc2nnc(NC3CCCCC3)n2n1,-3
Cc1onc(-c2ccccc2)c1C(=O)Nc1ccc([N+](=O)[O-])cc1Cl,-9
CC1(C(=O)NS(=O)(=O)c2ccc(Cl)s2)CCN1C(=O)CCc1ccc(Cl)cc1Cl (stereo not given),-1
O=C(CCn1cnnn1)N1CCCC(CNC(=O)C2(c3ccc(Cl)cc3)CC2)C1 (stereo not given),9
CC(CN1CCOCC1)NS(=O)(=O)c1ncn(C)c1Cl (stereo not given),-6
CSc1ccc(C(=O)N2CCCC(O)C2)c(-c2cccc(F)c2)c1 (stereo not given),6
CC(=O)Nc1ccc(CN2CCC2(C)C(=O)NCc2ccc(C(F)(F)F)cc2)cc1 (stereo not given),-9
CC(C)c1nn(C)cc1C(=O)NC1CCOc2ccccc21 (stereo not given),-10
O=S1(=O)c2cccc3cccc(c23)N1CCc1ccccc1,5
Cn1ccnc1C(NC(=O)COc1cc(Cl)ccc1Cl)c1ccccc1F (stereo not given),-10
COc1ccc(-c2cc(-c3nnc(C4CCC4)o3)[nH]n2)cc1,23
CCCc1ccc(-c2nc(NC(=O)C3CCCCN3S(C)(=O)=O)sc2C)cc1 (stereo not given),-5
Cn1c(CNc2ccc(F)cc2)n[nH]c1=S,-5
COc1ccnc(N2C[C@H]3C[C@H](C2)[C@@H]2CCCC(=O)N2C3)n1,-12
Cc1ccoc1C(=O)NCCN1C(=O)SC(=Cc2ccc(Cl)c(Cl)c2)C1=O,11

These rows are one share of the data, so the mix of outcomes need not match the whole.
